Screens (PubChem)
BAZ2B block: qHTS Assay for Inhibitors of BAZ2B. AlphaScreen BAZ2B-H3K14Ac peptide displacement. Potency, µM (top dose mostly 114 µM), without a hit: top-dose activity change, negative = inhibition, most hits filed as inhibitors. 4.4% of 360,000 active; also: % is scaled to controls: 0 for no effect and ±100 for the full control effect; nearly all actives have a fitted effect of over 60% in size
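AlphaScreen luminescence quantifies BAZ2B engagement of H3K14Ac peptide; the protein and biotinylated peptide are both at 50 nM final, buffer PBS pH 7.4 with 0.01% Tween-20, all steps at room temperature.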
Pol kappa inh: qHTS for Inhibitors of Polymerase Kappa; purified Pol kappa, fluorescent DNA synthesis assay, 10 min; Potency, µM (titrated, usually from 107 µM), for inactives: top-dose activity, negative = inhibition, usual class: inhibitors; 0.53% of 400,000 active; AID 588579, 2011; also: % is scaled to controls: 0 for no effect and ±100 for the full control effect
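Readout: fluorescence, taken kinetically at 0 and 10 min. Conditions: 10 nM Pol kappa, 15 min RT compound preincubation, 50 nM substrate final. Controls: enzyme-free buffer wells.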
BLM helicase inh: qHTS Assay for Inhibitors of Bloom's syndrome helicase (BLM); Potency, µM (titrated, usually from 56.1 µM), for the others: at the highest dose activity change, negative = inhibition, actives largely listed as inhibitors; 0.2% of 350,000 active; recombinant BLM DNA unwinding, fluorescence dequenching;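 also: plate controls were vehicle for no effect and no enzyme for full effect; nearly all actives have a fitted effect of over 35% in size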
POLB inh: qHTS Assay for Inhibitors of DNA Polymerase Beta. Pol beta primer extension/strand displacement, fluorescence kinetic. Potency, µM (highest dose often 114 µM), for inactives: top-dose activity change, negative = inhibition, hits mostly inhibitors. 1.3% of 340,000 active. AID 485314, 2010; also: % is scaled to controls: 0 for no effect and ±100 for the full control effect
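Kinetic readout of DNA synthesis with strand displacement by Pol beta. Compound and 10 nM enzyme sit 15 min at room temperature; 50 nM substrate starts the reaction, read immediately and at 10 min.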
APEX1 inh: qHTS Assay for Inhibitors of the Human Apurinic/apyrimidinic Endonuclease 1 (APE1); DNA repair nuclease/redox regulator APEX1 (Homo sapiens), P27695; recombinant APE1, TAMRA/BHQ-2 abasic DNA cleavage fluorescence; Potency, µM (top dose mostly 65.8 µM), for inactives: at the highest dose activity change, negative = inhibition, hits mostly inhibitors; 0.35% of 350,000 active; AID 2517, 2012;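 also: plate controls were vehicle for no effect and reference inhibitor for full effect; nearly all actives have a fitted effect of over 55% in size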
Target sequence (P27695 whole entry, looked up): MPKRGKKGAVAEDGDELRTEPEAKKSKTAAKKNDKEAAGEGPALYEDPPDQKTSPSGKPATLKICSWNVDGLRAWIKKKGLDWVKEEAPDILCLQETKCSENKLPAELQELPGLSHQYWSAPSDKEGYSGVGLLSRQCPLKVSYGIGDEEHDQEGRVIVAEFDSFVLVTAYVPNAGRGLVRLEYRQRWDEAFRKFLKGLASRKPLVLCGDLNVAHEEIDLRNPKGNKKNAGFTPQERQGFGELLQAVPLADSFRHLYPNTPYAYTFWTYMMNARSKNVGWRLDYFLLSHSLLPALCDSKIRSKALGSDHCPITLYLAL
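Activity was derived from the fluorescence gain between first and third kinetic reads (60 s intervals, ex 525/em 598 nm) after 50 nM THF-abasic TAMRA/BHQ-2 duplex was added to 0.75 nM APE1 preincubated 15 min with compound.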
Pol iota inh: qHTS for Inhibitors of Polymerase Iota. AID 588590, 2011. Pol iota fluorescent replication assay, 10 min. Potency, µM (series often up to 115 µM), inactives show at the top dose activity, negative = inhibition, most hits filed as inhibitors. 1% of 390,000 active. DNA polymerase iota (Homo sapiens), Q9UNA4
Target sequence (Q9UNA4 whole entry, looked up): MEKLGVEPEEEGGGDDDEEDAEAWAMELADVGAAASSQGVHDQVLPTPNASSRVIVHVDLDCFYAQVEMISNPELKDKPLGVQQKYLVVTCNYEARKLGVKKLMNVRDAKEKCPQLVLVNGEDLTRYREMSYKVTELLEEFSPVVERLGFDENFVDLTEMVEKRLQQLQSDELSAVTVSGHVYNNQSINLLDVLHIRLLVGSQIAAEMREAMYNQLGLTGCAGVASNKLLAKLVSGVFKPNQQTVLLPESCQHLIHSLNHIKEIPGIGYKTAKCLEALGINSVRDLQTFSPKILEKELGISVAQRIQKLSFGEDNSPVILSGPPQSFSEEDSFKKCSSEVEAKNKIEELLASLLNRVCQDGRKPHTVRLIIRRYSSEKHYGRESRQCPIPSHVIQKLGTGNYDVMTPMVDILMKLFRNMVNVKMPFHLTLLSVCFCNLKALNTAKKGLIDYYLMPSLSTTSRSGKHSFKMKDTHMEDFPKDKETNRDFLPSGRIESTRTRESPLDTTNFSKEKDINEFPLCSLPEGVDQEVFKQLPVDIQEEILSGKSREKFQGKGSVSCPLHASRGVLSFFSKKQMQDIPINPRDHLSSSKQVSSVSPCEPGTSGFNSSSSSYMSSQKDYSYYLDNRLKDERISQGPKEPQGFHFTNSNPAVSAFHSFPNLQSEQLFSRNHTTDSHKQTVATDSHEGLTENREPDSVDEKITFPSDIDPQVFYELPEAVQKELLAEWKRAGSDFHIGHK
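Fluorescent replication assay read twice, at 0 min and 10 min after adding 50 nM (final) substrate. Enzyme (10 nM) and compounds were first incubated 15 min at room temperature; enzyme-free buffer wells were negative controls.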
POLH inh: qHTS for Inhibitors of Polymerase Eta; DNA polymerase eta (Homo sapiens), Q9Y253; Potency, µM (doses to about 114 µM), for inactives: top-dose activity change, negative = inhibition, most hits filed as inhibitors; recombinant Pol eta, fluorescent DNA replication assay; 1.2% of 390,000 active; also: % is scaled to controls: 0 for no effect and ±100 for the full control effect
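Pol eta (10 nM) was preincubated with compounds for 15 min at room temperature, after which fluorescent replication substrate (50 nM final) was added to start the reaction. Fluorescence was read kinetically at 0 and 10 min.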
G9a block: qHTS Assay for Inhibitors of Histone Lysine Methyltransferase G9a. Histone-lysine N-methyltransferase EHMT2 (Homo sapiens), Q96KQ7. G9a H3K9 monomethylation, AlphaScreen, 2 h. Potency, µM (highest dose often 102 µM), for inactives: top-dose activity, negative = inhibition, hits mostly inhibitors. 8.8% of 350,000 active; also: % is scaled to controls: 0 for no effect and ±100 for the full control effect; nearly all actives have a fitted effect of over 75% in size
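Using a bead-based AlphaScreen, monomethylated H3K9 product from 2 h room-temperature reactions (G9a 20 nM, peptide 500 nM, SAM 20 uM) was detected with 0.5 ug/mL rabbit anti-H3K9me1 antibody.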
JMJD2A Tudor: qHTS Assay for Inhibitors of JMJD2A-Tudor Domain. 4.4% of 390,000 active. Potency, µM (highest dose often 114 µM), for the others: at the highest dose activity change, negative = inhibition, most hits filed as inhibitors. AlphaScreen JMJD2A-Tudor / H3K4me3 peptide binding. AID 504339, 2011; also: % is scaled to controls: 0 for no effect and ±100 for the full control effect; nearly all actives have a fitted effect of over 50% in size
The depositor's hits bear a star; u = inconclusive; x = no result given; & = joins results of further samples; [ ] = remark or other dose. Calls follow the shape of the dose curve; as a rule, active = well fitted curve in the direction sought with a large enough effect; inconclusive = small, poorly fitted or top-dose-only effect, or another doubt; inactive = no such curve, though single readings can be large; an effect the other way counts as inactive or inconclusive. Potency is read from the fitted curve at half-maximal effect.

SMILES | BAZ2B block | Pol kappa inh | BLM helicase inh | POLB inh | APEX1 inh | Pol iota inh | POLH inh | G9a block | JMJD2A Tudor
Cc1nn2c([nH]c(=O)c3ccccc32)c1C=O | 3% | -4% | -5% | 0% | -6% | 17% | -9% | x | -14%
Cc1ccccc1C(=O)Nc1cccc(N)c1 | -3% | -14% | -5% | 10% | -4% | 7% | 6% | -6%[59 µM] | -10%
CCN1CCN(C(c2cccs2)C(C)NC(=O)C(C)C)CC1 (stereo not given) | 2% | 6% | 4% | 50% | -1% | -16% | -7% | -7%[59 µM] | 1%
O=C(CN1CCCC1c1cccs1)N1CCN(S(=O)(=O)c2cccc(F)c2)CC1 (stereo not given) | -17% | -3% | x | x | 42% | -12% | -3% | -1%[12.7 µM] | -16%
Cc1ccc(C)c(CNS(=O)(=O)c2c(C(=O)N3CCCC3)c(C)n(C)c2C)c1 | -11% | -21% | -1% | 2% | -14% | -14% | 8% | 60%[activator][59 µM] | -20%
O=C(C1CCN(S(=O)(=O)c2cccc3cccnc23)CC1)N1CCN(c2ccc(Cl)cc2)CC1 | -9% | -3% | -2% | -1% | u | 8% | -9% | u | -30%
CC1CC(C)CN(S(=O)(=O)c2ccc3c(c2)oc(=O)n3CC(=O)NCc2cccnc2)C1 (stereo not given) | -11% | 9% | -4% | 13% | 5% | 6% | -20% | -2% | -11%
CC(NC(=O)c1ccncc1)c1ccc(Cl)cc1Cl (stereo not given) | -1% | 3% | -2% | 13% | 15% | -5% | -3% | 24%[2.33 µM] | -23%
Cn1nc(C(C)(C)C)cc1C(=O)NN1CCOCC1 | -11% | 7% | -2% | 45% | 27% | -19% | -5% | 6% | -11%
CC1(C)Cc2c(cnn2-c2ccccc2)C(=O)/C1=N\NC(=O)c1ccccc1N | 9% | -1% | -3% | 3% | 12% | 24% | -3% | u | -7%
CCOc1ccc(CCNC(=O)Nc2cccc(OC)c2)cc1OCC | -22% | 11% | -3% | 0% | 37%[activator] | -21% | -11% | 11% | -2%
CC(C)NC(=O)c1cc2cc([N+](=O)[O-])ccc2s1 | 4% | -4% | -5% | u | 7% | 5% | -13% | 14%[59 µM] | 12%
O=C1CCc2cc(S(=O)(=O)NC(Cc3ccccc3)C(=O)NCC3CCCO3)ccc2N1 (stereo not given) | 5% | 4% | -4% | 11% | 4% | -13% | 5% | -27% | -15%
C[C@H]1CCC(=O)N([C@H](CSc2ccc(Br)cc2)Cc2ccccc2)CC1 | 0% | 4%&-16% | x | x | 28% | u | -11% | -1%[0.501 µM] | 9%
CC(Sc1nncn1C)C(=O)Nc1nnc(C(C)C)s1 (stereo not given) | 9% | 10% | -2% | 14% | 21% | 11% | -18% | -27% | -3%
NC(=O)C1=CN(Cc2ccc(Cl)cc2)CCC1C(F)(F)F (stereo not given) | u | -20% | -7% | u | -2% | -6%[58.9 µM] | -7% | x | -3%
O=C1[C@@H]2CSC(c3ccc(C(F)(F)F)cc3)N2C(=O)N1c1ccccc1 (stereo not given in full) | 2% | -15% | 1% | -10% | x | 6% | -12% | 10%[59 µM] | -11%
CCCCN(C(=O)CNC(=O)c1ccco1)C(C(=O)NC1CCCC1)c1ccc(OC)cc1 (stereo not given) | 5% | -12% | -3% | 51% | 16% | 2% | 8% | -4%[59 µM] | -7%
COc1c(C)cccc1C(=O)NCCCNC(=O)c1ccc(C)nc1 | 2% | 5% | -5% | 30% | -3% | -10% | -6% | 7% | -12%
O=C1N(Cc2cccc(Cl)c2)C[C@@H]2C[C@@H](c3c[nH]c4ccccc34)N3CCC[C@@]123 | -31% | -7% | -9% | 12% | u | 79%[activator] | -14% | 35µM* | u
CCOP(=O)(OCC)/C(C#N)=C(\O)c1ccc(OC)cc1 | 0% | -9% | 5% | u | u | u | -1% | u | -17%
COc1ccc(C)cc1S(=O)(=O)N1CC(C)OC(C)C1 (stereo not given) | -1% | 5% | 3% | 5% | 1% | 5% | -11% | x | -1%
O=C(N/N=C/c1ccc2nccnc2c1)c1cccc([N+](=O)[O-])c1 | -1% | -4% | -3% | 29% | 13% | 109%[activator] | -22% | -26% | -12%
CCC(C)Nc1nc(N)c([N+](=O)[O-])c(Nc2ccccc2OC)n1 (stereo not given) | u | -6% | -9% | 4% | -5% | 56%[activator] | -26% | 45µM* | u
CCC(C)C(NC(=O)OC(C)(C)C)C(=O)NC1COC2CC(n3cc(F)c(=O)[nH]c3=O)OC12 (stereo not given) | x | -11% | 4% | x | 12% | -14% | x | x | -14%

Fetched one by one from the entries so far:
SMILES | BAZ2B block | Pol kappa inh | BLM helicase inh | POLB inh | APEX1 inh | Pol iota inh | POLH inh | G9a block | JMJD2A Tudor
CC1(C)Cc2c(cnn2-c2ccccc2)C(=O)/C1=N\NC(=O)c1ccccc1N | 9% | -1% | -3% | 3% | 12% | 24% | -3% | u | -7%
O=C1CCc2cc(S(=O)(=O)NC(Cc3ccccc3)C(=O)NCC3CCCO3)ccc2N1 (stereo not given) | 5% | 4% | -4% | 11% | 4% | -13% | 5% | -27% | -15%

Continuation:
SMILES | BAZ2B block | Pol kappa inh | BLM helicase inh | POLB inh | APEX1 inh | Pol iota inh | POLH inh | G9a block | JMJD2A Tudor
CCCCn1c(SCC(=O)N2CCOCC2)nc2c1c(=O)n(C)c(=O)n2C | 7% | -9% | 3% | -1% | 18%[12.4 µM] | 21% | -9% | -11%[59 µM] | -13%
CCN(CC)C1CCN(C(=O)CCc2nnc(CCc3ccccc3)o2)C1 (stereo not given) | -10% | -5% | -1% | 19% | 12% | 2% | -8% | x | -12%
Cc1cccc2sc(N(CCN(C)C)C(=O)c3cc(Cl)sc3Cl)nc12 | u | -10% | -15% | 6% | 15% | 15% | -27% | 45µM* | u
COc1ccc(-n2c(SCC(=O)Nc3ncc(Cl)cc3Cl)nc3ccccc32)cc1 | -29% | x | -10% | 11% | 14% | x | x | 45µM* | x
CN(Cc1ccccc1)C1=CC(=[N+]2CCCC2)CC(C)(C)C1 | 3% | 2% | 1% | 18% | 3% | -13% | 7% | u | 8.9µM*
CN(c1ccccc1)c1nc2ccsc2c(=O)s1 | 129%[activator] | -4% | -3% | 10% | 9% | 16% | -14% | 94%[activator][59 µM] | 28%
CC1CCCN(C(=O)c2ccc3c(=O)n(Cc4ccc5c(c4)OCO5)c(=S)[nH]c3c2)C1 (stereo not given) | -4% | 5% | -1% | 5% | 0% | -5% | -6% | 6% | -25%
Cc1cc(C)cc(NC(=O)CSc2ccc(-c3ccco3)nn2)c1 | u | -6% | -9% | -15% | 6% | 43%[activator] | -9% | 25µM* | -23%
CC(C)c1ccc(NC(=O)c2cn(C3CCCC3)c(=O)c3c2c2ccccc2n3C)cc1 | -9% | -14% | -10% | -2% | x | 9% | -10% | -29%[59 µM] | -18%
O=C(NCc1ccc(F)cc1)C(c1ccccc1)N(C(=O)c1csnn1)C1CCCC1 (stereo not given) | -2% | -12% | -3% | -23% | 4% | 134%[activator] | -22% | u | -5%
COc1ccc(NC(=O)c2oc3ccc(S(=O)(=O)N4CCC5(CC4)OCCO5)cc3c2C)cc1Cl | 0% | -17%[60.1 µM] | -6% | 24% | x | -20% | -9% | -1%[59 µM] | -12%
CCOC(=O)c1c(C)c(-c2ccccc2)n(CC(=O)NC(CC)Cc2ccccc2)c1C (stereo not given) | -16% | 4% | 0% | 15% | x | -1% | -13% | 19%[59 µM] | 3%
Cc1ccc(-n2c(C)c(C)c3c(NCCCO)ncnc32)cc1 | u | -18% | -2% | -7% | -10% | 10% | -26% | -21% | u
CSc1ccc(CN2CCC(n3nccc3NC(=O)c3ccccc3C)CC2)cc1 | -13% | 5% | 0% | 20% | 0% | 11% | -7% | -2% | -30%
O=c1oc2ccccc2c(O)c1/C=N/c1ncccn1 | 17% | -3%[60.1 µM] | 3% | 44% | u | -10% | 6% | -38% | -25%
Cc1nc2cnc(Oc3ccccc3)nc2n(C2CC2)c1=O | x | 0%[60.1 µM] | 1% | x | 10% | x | x | 7%[0.501 µM] | x
COc1cc(C(=O)O)ccc1Cl | -33% | 3% | -3% | 89% | 4% | 11% | 18% | u | -10%[11.4 µM]
Cc1cccn2c(=O)c3cc(C(=O)NC4CCCCC4)n(C)c3nc12 | 3% | 6% | -1% | 2% | 24% | -14% | -12% | 83%[activator] | 0%
CN(Cc1ccccc1)C(=O)c1[nH]cnc1C(=O)Nc1cccc(Cl)c1 | -3% | -3% | x | x | 4% | -2% | -5% | 3%[0.501 µM] | -6%
CC(C)(C)c1ccc(C(=O)CS(=O)(=O)c2ccccc2)cc1 | 3% | -10% | -6% | 27% | 14% | -3% | -15% | 17%[12.7 µM] | 9%
Cc1c(Cl)cccc1NC(=O)c1cc(-c2ccc3c(c2)OCO3)on1 | -8% | -25% | -1% | -24% | x | 0% | -7% | -24%[59 µM] | -18%
CCOC(=O)C1CCCCN1C(=O)/C(=C/c1ccc(OC)cc1)c1ccc(OC)c(OC)c1 (stereo not given) | x | -7% | x | x | -16% | 30% | -28% | x | -18%
CCOc1ccc(/C=C2\SC(=S)N(NS(=O)(=O)c3ccc(C)cc3)C2=O)cc1OC | u | -28% | 2% | -17% | -7% | -16% | u | u | u
CN(C(=O)C1CCOC1)c1nnc(-c2cccnc2)s1 (stereo not given) | -1% | 7% | 2% | -25% | -5% | u | 2% | -30%[12.7 µM] | -7%

As entered above.
POLH inh with Cc1nn2c([nH]c(=O)c3ccccc32)c1C=O → -9%
Pol kappa inh with C[C@H]1CCC(=O)N([C@H](CSc2ccc(Br)cc2)Cc2ccccc2)CC1 → 4%&-16%
APEX1 inh with CCC(C)C(NC(=O)OC(C)(C)C)C(=O)NC1COC2CC(n3cc(F)c(=O)[nH]c3=O)OC12 (stereo not given) → 12%
POLB inh with O=C(NCc1ccc(F)cc1)C(c1ccccc1)N(C(=O)c1csnn1)C1CCCC1 (stereo not given) → -23%
BAZ2B block with O=C(N/N=C/c1ccc2nccnc2c1)c1cccc([N+](=O)[O-])c1 → -1%
G9a block with Cc1ccc(-n2c(C)c(C)c3c(NCCCO)ncnc32)cc1 → -21%

This is a subset, so the mix of outcomes need not match the whole.
